Cardiac RTF inh: cardiac RTF calcium desensitization; IANBD-labeled cardiac RTF, Ca2+ fluorescence; 340,000 compounds, 0.12% hits; inhibition, % at 7.15 µM; AID 493244; P19429+P45379;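 active means inhibition above the mean inhibition of all tested compounds plus 3 SD, cut at about 17% in these data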;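 further: assay run at fixed EC70 calcium of 1.6 mM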
NSD2 HMT inh: inhibitors of human histone methyltransferase NSD2 | O96028 | NSD2 peptide methylation, AlphaScreen, 120 min | inhibition, % at 12.5 µM | 310,000 compounds, 0.54% hits | AID 743445; in the data active means inhibition above about 50%
dFosB activator: enhances mouse delta FosB homodimer DNA binding; purified delta FosB, TAMRA-CDK5 oligo fluorescence polarization; percent of positive-control signal above neutral wells; activation, % at 25 µM; 340,000 compounds, 0.99% hits;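 active means mean activation above about 17%, with every replicate also reaching it, limit read from the data, passing the limit was not always enough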;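 further: fluorescence polarization rise as delta FosB binds a TAMRA Cdk5 AP-1 oligo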
Target sequence (P13346 whole entry, looked up): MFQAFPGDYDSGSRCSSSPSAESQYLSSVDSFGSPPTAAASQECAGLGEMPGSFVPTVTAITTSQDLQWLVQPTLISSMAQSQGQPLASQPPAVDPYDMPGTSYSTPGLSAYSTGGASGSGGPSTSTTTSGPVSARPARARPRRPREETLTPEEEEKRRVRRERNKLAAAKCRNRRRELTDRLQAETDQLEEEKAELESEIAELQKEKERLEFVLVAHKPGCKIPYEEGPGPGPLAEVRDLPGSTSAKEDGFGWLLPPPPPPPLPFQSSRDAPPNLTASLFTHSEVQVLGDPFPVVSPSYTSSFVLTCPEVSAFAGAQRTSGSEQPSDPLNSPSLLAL
Mot1-301 SUMO: blocks SUMOylation pathway, rescuing yeast Mot1-301 growth | S. cerevisiae Mot1-301 growth rescue, ATP luminescence, 38.5C; percent above DMSO median, 100 means doubled | AID 2716 | 320,000 compounds, 1% hits | growth rescue, % at 18.8 µM;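 active means every valid replicate shows activation above 250% relative to neutral control wells; inactive means the rest, any valid replicate at or below 250%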;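 further: OY570 slx delta 5 strain wells were the positive control but not used for scaling; some compounds called inactive have numbers as strong as hits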
Rtt109 Vps75: C. albicans Rtt109 histone acetyltransferase inhibition; Q5AAJ8; purified Rtt109/Vps75, ThioGlo CoA-SH fluorescence, 4 h; inhibition, % at 34.9 µM; 330,000 compounds, 0.16% hits; AID 540336;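 active means inhibition of at least 50% in every replicate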
Keap1 Nrf2 FP: disrupts human Keap1 binding to Nrf2 peptide. Q14145. Keap1 Kelch-Nrf2 peptide fluorescence polarization, 1536-well. inhibition, % at 9.4 µM. 340,000 compounds, 0.15% hits. AID 504523; in the data active means inhibition above about 12%;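 further: human Keap1 Kelch domain with fluorescein labeled Nrf2 9mer peptide probe; 0% = neutral control wells and 100% = peptide positive control; higher means more block of Keap1 binding to Nrf2 peptide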
C-LANA FP: inhibitors of KSHV LANA C-terminal domain DNA binding | MBP-C-LANA/FAM-LBS DNA binding, fluorescence polarization | inhibition, % at 9 µM | 340,000 compounds, 0.078% hits | AID 504423;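 active means highest replicate inhibition at or above 60% at 9 µM, even if other replicates fall short; inactive means all replicates below 60% inhibition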;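 further: 0% = neutral control wells and 100% = 4 µM acridine orange control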
CDK5 p35 inh: CDK5/p35 (human) kinase inhibition; Recombinant CDK5/p35, ADP-Glo luminescence, 60 min; Q00535+Q15078; inhibition, % at 10 µM; 330,000 compounds, 0.01% hits;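 active means highest replicate inhibition of at least 50% and at least 75% of replicates reaching 50%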;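 further: plate controls were DMSO neutral control for no effect and GW8510 at 10 µM for full effect; many of its hits are not listed in these tables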
Target sequence (Q00535 whole entry, looked up): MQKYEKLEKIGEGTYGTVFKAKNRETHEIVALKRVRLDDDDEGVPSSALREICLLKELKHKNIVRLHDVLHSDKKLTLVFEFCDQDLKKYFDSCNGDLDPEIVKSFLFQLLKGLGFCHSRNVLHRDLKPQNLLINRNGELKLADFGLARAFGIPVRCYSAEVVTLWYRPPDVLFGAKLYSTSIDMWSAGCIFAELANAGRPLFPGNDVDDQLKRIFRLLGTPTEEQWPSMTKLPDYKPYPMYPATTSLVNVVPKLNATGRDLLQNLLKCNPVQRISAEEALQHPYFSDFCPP
Target sequence (Q15078 whole entry, looked up): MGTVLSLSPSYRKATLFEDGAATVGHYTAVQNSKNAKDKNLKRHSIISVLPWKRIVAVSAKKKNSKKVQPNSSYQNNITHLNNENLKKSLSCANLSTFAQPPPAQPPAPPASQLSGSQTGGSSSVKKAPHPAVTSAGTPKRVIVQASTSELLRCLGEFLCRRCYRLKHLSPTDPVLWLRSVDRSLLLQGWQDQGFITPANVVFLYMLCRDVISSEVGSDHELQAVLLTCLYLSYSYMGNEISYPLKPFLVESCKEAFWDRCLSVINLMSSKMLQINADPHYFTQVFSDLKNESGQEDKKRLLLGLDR
PvdQ acylase: P. aeruginosa PvdQ acylase inhibition; purified PvdQ acylase, fluorescence plate reader; 340,000 compounds, 0.063% hits; inhibition, % at 10 µM; in the data active means inhibition above about 30%, passing the limit was not always enough;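 further: 0% = vehicle neutral wells and 100% = reference inhibitor wells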
PfHsp90 set2: growth inhibition of yeast expressing Plasmodium Hsp90 | 310,000 compounds, 0.32% hits | AID 504621 | inhibition, % at 9.4 µM | S. cerevisiae expressing PfHsp90, BacTiter-Glo ATP, 48 h; yeast lacking PDR1 and PDR3 efflux regulators;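 active means every replicate shows inhibition above about 80%, whatever the replicate mean, limit read from the data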;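 further: 0% = DMSO neutral controls and 100% = 20 µM radicicol positive controls; yeast relying on Plasmodium falciparum Hsp90 in place of its own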
RTF Ca sens act: cardiac RTF calcium sensitization; P19429+P45379; IANBD-labeled TnC RTF fluorescence at EC20 calcium; 0% EC20 calcium, 100% full calcium; activation, % at 7.2 µM; 340,000 compounds, 0.24% hits; AID 493008;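 active means activation above the mean over all tested compounds plus 3 SD, cut at about 30% in these data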;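 further: rise in fluorescence read as greater calcium sensitivity of cardiac thin filaments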
* marks the source's active call; other numbers are inactive results; . = no result given.

SMILES	Cardiac RTF inh	NSD2 HMT inh	dFosB activator	Mot1-301 SUMO	Rtt109 Vps75	Keap1 Nrf2 FP	C-LANA FP	CDK5 p35 inh	PvdQ acylase	PfHsp90 set2	RTF Ca sens act
COC(=O)c1cc(OCC(=O)Nc2ccc3c(c2)CCC3)cc(C(=O)OC)c1	1	15	-11	2	4	-4	0.2	-0.9	-12	-4	1
COc1ccccc1-n1c(CNC(=O)COc2ccccc2)n[nH]c1=S	-9	-4	-12	17	.	1	0.2	-0.9	2	7	9
CC(=NCCCNC1CCCCC1)C1=C(O)CC(C)(C)CC1=O	-2	0	4	-4	0	-5	-1.4	-0.3	-16	-2	-4
CC(=O)N(C(C)=O)c1nc2nc(C)cc(C)n2n1	-13	-3	-3	82	1	5	-1.2	-0.2	5	-21	4
COc1ccc(N2CCN(S(=O)(=O)c3cc4c5c(c3)C(C)C(=O)N5CCC4)CC2)cc1 (centres undefined)	-2	0	-1	-14	2	0	0.4	-0.5	-7	15	5
C=CCN(c1ccccc1OC)S(=O)(=O)c1cccc(C(=O)NCc2cccs2)c1	-30	2	-5	.	-7	-2	1.2	-0.6	1	9	-6
COc1ccc(NC(=O)c2oc3ccccc3c2CSC)cc1S(=O)(=O)N1CCOCC1	-4	-1	6	-9	2	-3	-0.1	0.7	2	-3	-3
CCc1c(-c2ccccc2)nc2sc3c(c2c1N)CCCC3	0	14	-5	11	5	-2	-0.5	-1.4	-16	12	-8
O=C(NCc1ccccc1C(F)(F)F)C1CC(c2cccc(F)c2)=NO1 (centres undefined)	-7	.	-2	6	-4	0	0.2	-0.4	-9	5	1
Cc1ccc(C)c(NC(=O)NCc2ccccn2)c1	-1	0	2	34	-1	0	0.4	-1.0	-2	-5	1
CC1CC(C)CN(CC(=O)NNC(=O)COc2ccc(Cl)cc2)C1 (centres undefined)	-1	-1	-2	-18	-2	-1	-1.0	-0.7	-19	10	-2
CCOc1ccc(S(=O)(=O)Nc2ccccc2C(=O)NCc2ccco2)cc1	0	2	-3	577	-16	0	-1.3	-0.6	-7	9	3
COc1ccc(-c2nc(CSCC(=O)N3CCc4ccccc4C3)c(C)o2)cc1OC	-7	.	0	52	-3	-8	1.8	3.6	-2	-10	-5
O=C(c1ccco1)N1CCN(C(=O)c2cc3ccccc3oc2=O)CC1	3	-1	-8	1	14	3	-1.3	0.0	0	-10	-2
Cc1ccc2nc3c(cc2c1)c(NC(=O)c1ccco1)nn3CC(C)C	-1	-1	-4	-5	0	-3	-1.9	0.0	-12	-4	5
CCOC(=O)c1cc2ccccc2n1CCN(CC)CC	-1	7	0	-1	-3	-5	-0.9	1.1	5	4	4
COc1ccc(NC(=O)C2CCCN2C(=O)OC(C)(C)C)cc1 (centres undefined)	-3	-8	5	-22	3	2	-0.9	0.1	-11	-23	-4
O=C(OCn1nnc2ccccc2c1=O)C1=COCCO1	-5	-3	-5	265	-11	-5	0.8	2.9	-1	-11	-6
O=S(=O)(c1cccc(F)c1)N1CCCN(c2ccc(C(F)(F)F)cn2)CC1	.	-3	-7	29	21	3	-0.7	0.4	6	-2	.
N#CCSc1nccc(-c2cc(Cl)sc2Cl)n1	-4	2	3	43	3	-3	0.1	0.2	-1	-26	-6
CCCCN(C)C(=O)c1sc2ncn(CC)c(=O)c2c1C	-8	-1	6	149	2	2	-0.3	-1.0	-6	-6	5
CCN(CC(=O)Nc1ccc(NC(C)=O)cc1)C(=O)C1(c2ccccc2)CC1	-13	1	-6	-10	4	3	0.2	-0.3	-9	-2	3
COC(=O)c1cc(S(=O)(=O)NCC2CCN(Cc3cc(C)ccc3C)CC2)cn1C	-13	5	-3	5	4	-1	-0.3	-0.2	-10	-2	-2
O=C(Cn1nc2n(c1=O)-c1ccccc1SC2)N/N=C/c1ccncc1	8	0	-2	1	-3	-7	0.9	6.0	9	10	-2
COCCNC(=S)N1CCN(c2nc(-c3ccccc3)cs2)CC1	-11	0	-15	-5	-16	-4	-2.4	-2.6	-18	-55	4
Cc1ccc(-n2nnnc2-c2cnc(-c3cccnc3)nc2C(F)(F)F)cc1	-8	-1	-5	-13	-15	2	-3.4	0.7	0	-8	-3
COc1cccc(NC(=O)CSCc2cc(=O)n3ccsc3n2)c1	-3	-2	0	-4	3	-4	-0.4	3.6	12	4	-4
CC(C)CCN(C(=O)CNC(=O)c1cccs1)C(C(=O)NC1CCCC1)c1ccncc1 (centres undefined)	3	-1	-4	14	8	-2	0.2	-3.1	-3	0	7
CCOC(=O)c1ccc(NC(=O)CNNC(=O)COc2ccccc2C)cc1	-9	-1	-6	-9	5	-4	-2.7	-2.0	-8	-15	-3
COc1ccc(OC)c(CCNC(=O)c2ccc(NC3=NC4CS(=O)(=O)CC4S3)cc2)c1 (centres undefined)	2	.	5	2	2	5	0.2	-1.0	-7	8	3
Cc1ccc(C)c(NC(=O)CSc2ccc(-c3ccco3)nn2)c1	-20	3	-4	3	-2	-6	1.9	0.8	2	-8	7
Cc1nc(N2CCN(c3ccccc3)CC2)nc2c1C(=O)CC(c1ccccc1)C2 (centres undefined)	-3	-2	-9	-13	-3	-4	1.4	-1.4	-10	-25	-2
O=C(Nc1ccc(S(=O)(=O)N2CCCCC2)cc1)C1CC(=O)N(c2ccc(F)cc2)C1 (centres undefined)	2	10	-8	0	7	-2	-1.7	3.8	1	-2	-3
COC(=O)c1ccc(S(=O)(=O)NCCc2ccccc2OC)n1C	-9	-4	-5	-21	-2	3	-0.2	-2.6	-15	-1	8
CC(=O)Nc1ccccc1C(=O)C(=O)O	5	-2	-4	8	7	-8	-2.7	0.5	-6	19	2
CC(C)CN1CC(COCc2ccccc2)Oc2ccccc2S1(=O)=O (centres undefined)	-5	.	-5	.	5	-8	-0.4	-7.8	0	-19	-6
Cc1cc(SCC(=O)N/N=C/c2ccc(O)cc2O)c(C)cc1Br	-1	1	-4	4	-4	6	1.2	0.4	-10	19	3
C[n+]1cn(/N=C/c2ccccc2)c2ccccc21	4	-1	-1	-1	1	-4	-0.6	-0.4	11	-8	2
CCCS(=O)(=O)Nc1ccc(-c2cn3c(n2)SCC3)cc1	-6	5	-8	113	4	-1	0.5	-0.9	-12	-10	-1
CCOC(=O)N1CCN(C(=O)c2c[nH]c3ccc(S(=O)(=O)N(C)c4ccc(F)cc4)cc3c2=O)CC1	-7	26	-6	93	7	-1	1.1	1.3	-6	-4	8

Reprinted from the results shown, 3 compounds:
SMILES	Cardiac RTF inh	NSD2 HMT inh	dFosB activator	Mot1-301 SUMO	Rtt109 Vps75	Keap1 Nrf2 FP	C-LANA FP	CDK5 p35 inh	PvdQ acylase	PfHsp90 set2	RTF Ca sens act
CCCCN(C)C(=O)c1sc2ncn(CC)c(=O)c2c1C	-8	-1	6	149	2	2	-0.3	-1.0	-6	-6	5
CCN(CC(=O)Nc1ccc(NC(C)=O)cc1)C(=O)C1(c2ccccc2)CC1	-13	1	-6	-10	4	3	0.2	-0.3	-9	-2	3
COC(=O)c1cc(S(=O)(=O)NCC2CCN(Cc3cc(C)ccc3C)CC2)cn1C	-13	5	-3	5	4	-1	-0.3	-0.2	-10	-2	-2

More results.
SMILES	Cardiac RTF inh	NSD2 HMT inh	dFosB activator	Mot1-301 SUMO	Rtt109 Vps75	Keap1 Nrf2 FP	C-LANA FP	CDK5 p35 inh	PvdQ acylase	PfHsp90 set2	RTF Ca sens act
Cc1noc(C)c1C(=O)N1CCC(Cc2ccccc2)CC1	-14	-3	-9	18	-2	2	-1.4	-2.7	-3	0	2
O=C(COc1ccc(Cl)cc1Cl)N/N=C/c1ccccn1	-5	-1	-17	34	-1	-4	-0.9	-1.2	-7	14	2
CC(C)CN(C(=O)CN1CCN(c2ccc(F)cc2)CC1)c1c(N)n(CC(C)C)c(=O)[nH]c1=O	-4	0	6	273	-3	-2	0.4	-1.7	-14	9	-2
CCCCCOc1ccc(NC(=O)CCCC(=O)O)cc1	0	0	2	-25	-10	0	1.7	0.2	-7	4	0
O=c1cc(O)c2c(=O)n(-c3ccccc3)c3ccccc3c2o1	-14	0	-3	11	6	-8	-2.3	0.3	-16	-13	2
OCC1(Cc2ccccc2)CCCN(C2CCCC2)C1 (centres undefined)	-1	1	-2	95	-1	3	-0.4	-0.3	-15	16	3
Cc1cccc(OCc2nnc(SCC(=O)c3c(N)n(C4CC4)c(=O)[nH]c3=O)o2)c1	5	-2	-10	.	3	-3	0.8	0.3	-7	-52	-3
Cc1nnc(SC(C)C(=O)NC2CCCCC2)s1 (centres undefined)	-3	-1	3	.	8	-6	0.7	1.0	4	5	-7
C/C(=N\Nc1ccccc1Cl)c1ccc(-n2ccnc2)cc1	4	2	2	9	-1	.	.	0.5	-21	-25	-7
Cc1nc(N)sc1N=Nc1ccc(Br)cc1	6	4	-8	38	-1	-2	0.0	5.1	-4	-14	-6
Cc1nc2ccccc2n1C1CC(=O)N(Cc2ccccc2)C1=O (centres undefined)	-3	0	-7	-5	2	4	0.9	0.3	-13	21	-5
CC(=O)c1nc(N2C(=O)C3CC=C(C)CC3C2=O)sc1C (centres undefined)	1	0	-2	-6	-12	0	2.1	-0.6	-7	.	-2
CCS(=O)(=O)N1Cc2ccccc2CC1C(=O)Nc1cccc(OC)c1 (centres undefined)	-5	3	0	-12	-1	4	-0.2	-0.5	-7	1	-3
CCCOC1CCCN(C(=O)c2cc(COc3c(F)cccc3F)on2)C1 (centres undefined)	-2	-3	-5	1	-6	-2	-0.4	-0.1	-10	26	-1
C=CCc1ccc(OCCCOc2ccc(C(=O)O)cc2)c(OC)c1	-2	0	2	-6	3	3	-0.6	0.1	0	-2	9
CC(C)c1ccccc1NC(=O)COC(=O)Cc1cccc(C(F)(F)F)c1	7	-1	1	194	20	5	2.2	-1.9	8	-1	7
Cc1ccc(NC(=O)c2nc[nH]c2C(=O)N2CCN(C(=O)OC(C)(C)C)CC2)cc1	4	.	-6	-11	-3	-2	2.5	0.3	-7	-4	-1
COCCN(C(=O)c1ccc(-c2ccc(Cl)cc2)o1)c1c(N)n(Cc2ccccc2)c(=O)[nH]c1=O	2	-1	2	-9	1	-3	1.1	-0.5	-11	-3	-11
O=C(O)CCC(NC(=S)Nc1ccccc1)C(=O)O (centres undefined)	-3	.	-2	7	-21	3	11	1.4	-2	1	-2
CCOC(=O)c1c(NC(=O)CSc2nnnn2C)sc(C)c1C	-4	-2	-2	.	-9	5	0.1	0.0	-9	0	-1
CC(C)(C)NC(=O)CCN(/N=C/c1ccncc1)C1=NS(=O)(=O)c2ccccc21	-1	1	-11	-5	1	-4	1.1	0.9	-7	10	-5
S=C(NCCN1CCOCC1)N/N=C/c1cccs1	-4	-5	8	2	.	-3	-1.1	1.3	-12	-11	7
Cc1cc(Br)ccc1SCC(=O)NNC(=O)c1ccco1	3	1	-5	-6	-8	-6	1.1	-1.9	-10	3	-4
Cc1ccc(-n2sc3ccccc3c2=O)cc1S(=O)(=O)N1CCCCC1	-4	.	-10	18	9	-4	3.8	6.5	-31	106*	-2

Rows are unselected; 3.2% or so of the library scored in one or more.
